# CFTR F508del cor: CFTR F508del correction in bronchial cells | CFBE cells, YFP halide quenching; stimulated with forskolin plus potentiator P3; % fluorescence drop versus neutral controls | activity (quench increase), % at 7.58 µM | actives 0.36% (n = 350,000) | AID 720511;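 active = mean added fluorescence quench of at least 8% versus neutral control, with both replicates also reaching 8%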;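 also: cells transiently co-express mutant CFTR-F508del with the halide-sensitive YFP; corrector assay measuring rescue of mutant channel to the surface after 24 h compound exposure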
# ERAP1 HTS inh: ERAP1 (human) enzyme inhibition; Q9NZ08; recombinant ERAP1, Leu-AMC fluorescence, 60 min; inhibition, % at 10.7 µM; actives 0.15% (n = 340,000);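 active = mean replicate inhibition of at least 30%, or all replicates individually reaching that 30% level; inactive = mean below 30% and not every replicate reaching it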;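 also: 0% = neutral control wells and 100% = L-leucinethiol positive control wells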
# Casp6 inh: inhibitors of human caspase-6; P55212; AID 686996; inhibition, % at 12.5 µM; actives 0.53% (n = 350,000); purified caspase-6, Z-VEID-R110 cleavage fluorescence;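 active = mean inhibition across replicates at least about 35%, with every replicate also reaching that limit, limit read from the data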;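 also: 0% = median of neutral control wells and 100% = no fluorescence left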
# SIRT5 inh: inhibitors of human sirtuin-5 desuccinylase. Purified SirT5, succinyl-peptide AMC, trypsin-coupled fluorescence. Q9NXA8. actives 1.1% (n = 330,000). inhibition, % at 15 µM. AID 652115; in the data active = inhibition above about 15%
# Target sequence (Q9NXA8 whole entry, looked up): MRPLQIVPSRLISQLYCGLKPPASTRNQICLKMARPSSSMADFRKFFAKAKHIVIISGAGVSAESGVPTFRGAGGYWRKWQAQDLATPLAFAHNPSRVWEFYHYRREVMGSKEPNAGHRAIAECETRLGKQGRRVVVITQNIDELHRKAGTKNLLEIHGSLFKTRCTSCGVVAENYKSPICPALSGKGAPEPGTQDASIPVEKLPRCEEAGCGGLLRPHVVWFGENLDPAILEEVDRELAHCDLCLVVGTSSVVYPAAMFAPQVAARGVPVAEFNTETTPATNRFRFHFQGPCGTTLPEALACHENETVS
# DENV2 CPE: DENV2-induced cell death inhibition; DENV2-infected cells, cytopathic effect rescue, plate reader; actives 1.7% (n = 350,000); AID 651640; CPE inhibition, % at 9.99 µM; in the data active = CPE inhibition above about 20%, passing the limit was not always enough; tested in BHK-21 cells;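 also: 0% = median of neutral control wells and 100% = median of positive control wells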
# miR122 inh: blocks miR-122 activity in Huh7 sensor cells; Huh7 miR-122 Renilla luciferase sensor, 48 h; neutral wells = 0, positive control = 100; activation (reporter increase), % at 12.5 µM; actives 0.3% (n = 340,000); AID 602342;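 active = mean replicate activation score at least 90 and every replicate individually at or above 90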;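 also: higher luciferase means less miR-122 activity so hits act as miR-122 inhibitors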
# ERp5 inh: ERp5 (human) disulfide isomerase inhibition; actives 0.05% (n = 350,000); ERp5 insulin aggregation, absorbance 650 nm, 90 min; inhibition, % at 9.99 µM; Q15084; AID 651711;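 active = mean replicate inhibition above about 25%, with every replicate also reaching it, limit read from the data, passing the limit was not always enough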
# Target sequence (Q15084 whole entry, looked up): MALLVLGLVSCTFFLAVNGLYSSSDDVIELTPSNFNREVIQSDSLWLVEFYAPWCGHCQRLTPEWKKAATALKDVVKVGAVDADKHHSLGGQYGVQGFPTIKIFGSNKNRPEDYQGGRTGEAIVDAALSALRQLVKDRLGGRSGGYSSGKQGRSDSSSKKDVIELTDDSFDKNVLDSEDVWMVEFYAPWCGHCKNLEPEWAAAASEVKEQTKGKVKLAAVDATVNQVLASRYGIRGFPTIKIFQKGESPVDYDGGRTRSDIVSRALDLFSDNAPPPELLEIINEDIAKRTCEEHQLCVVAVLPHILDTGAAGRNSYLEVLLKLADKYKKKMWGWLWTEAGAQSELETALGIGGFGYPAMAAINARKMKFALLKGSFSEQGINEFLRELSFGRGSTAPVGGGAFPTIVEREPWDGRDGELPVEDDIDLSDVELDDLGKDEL
# * hit, by the source's call; nt = not tested or not shown; [ ] = another dose, or the depositor's remark.
# Sample of the layout:
# Key to letters – A = CFTR F508del cor; B = ERAP1 HTS inh; C = Casp6 inh; D = SIRT5 inh; E = DENV2 CPE; F = miR122 inh; G = ERp5 inh
CCOC(=O)c1cnc2c(-c3ccccc3)c(-c3ccccc3)nn2c1C
  A: 1.1	B: -1	C: -2	D: -3	E: 3	F: -4	G: 0
CN1C[C@H]2[C@@H](c3ccccc31)[C@@H](CO)N2C(=O)Nc1ccc(F)cc1
  A: -3.0	B: 4	C: -2	D: 0	E: -19	F: 21[16.7 µM]	G: -1
CCOC(=O)CNC(=O)C1(/C=C/c2ccccc2)CC(=O)N1c1ccc(OC)cc1 (stereo not given)
  A: 2.2	B: -1	C: 1	D: -3	E: 3	F: nt	G: 0
CN1CCN(CC/C=C2/c3ccccc3Sc3ccc(S(=O)(=O)N(C)C)cc32)CC1
  A: 0.3	B: -3	C: -7	D: -6	E: -2	F: -2	G: 5
CC(=O)c1cccc(N=Nc2c(-c3ccccc3)[nH]n(-c3ccccc3)c2=O)c1
  A: 0.3	B: 5	C: 4	D: -1	E: -2	F: -7	G: 7

# Results, from the first entry:
# Key to letters – A = CFTR F508del cor; B = ERAP1 HTS inh; C = Casp6 inh; D = SIRT5 inh; E = DENV2 CPE; F = miR122 inh; G = ERp5 inh
CCOC(=O)c1cnc2c(-c3ccccc3)c(-c3ccccc3)nn2c1C
  A: 1.1	B: -1	C: -2	D: -3	E: 3	F: -4	G: 0
CN1C[C@H]2[C@@H](c3ccccc31)[C@@H](CO)N2C(=O)Nc1ccc(F)cc1
  A: -3.0	B: 4	C: -2	D: 0	E: -19	F: 21[16.7 µM]	G: -1
CCOC(=O)CNC(=O)C1(/C=C/c2ccccc2)CC(=O)N1c1ccc(OC)cc1 (stereo not given)
  A: 2.2	B: -1	C: 1	D: -3	E: 3	F: nt	G: 0
CN1CCN(CC/C=C2/c3ccccc3Sc3ccc(S(=O)(=O)N(C)C)cc32)CC1
  A: 0.3	B: -3	C: -7	D: -6	E: -2	F: -2	G: 5
CC(=O)c1cccc(N=Nc2c(-c3ccccc3)[nH]n(-c3ccccc3)c2=O)c1
  A: 0.3	B: 5	C: 4	D: -1	E: -2	F: -7	G: 7
Cc1cccc2cc(CN(Cc3cccnc3)C(=S)NCCCN(C)C)c(=O)[nH]c12
  A: 0.6	B: 4	C: -13	D: 0	E: -1	F: -3	G: 18
O=C(Nc1ccccc1F)c1c[nH]c(=O)[nH]c1=O
  A: 0.1	B: -1	C: 4	D: -1	E: 0	F: -9	G: 15
O=S(=O)(c1ccc(Br)cc1)N1CCN(c2cc(-c3ccccc3)nc3ncnn23)CC1
  A: 1.5	B: -2	C: 2	D: 3	E: 9	F: -3	G: -2
CCCCn1c(N)c(N(CCOC)C(=O)CN2c3ccccc3CC2C)c(=O)[nH]c1=O (stereo not given)
  A: -0.2	B: -1	C: 4	D: -4	E: -4	F: nt	G: -3
COCCOC(=O)c1c(NC(=O)CNCc2ccco2)sc(C(N)=O)c1C
  A: -3.4	B: 4	C: 2	D: -2	E: 0	F: nt	G: -5
CC(C)C(=O)Nc1ccc2c(c1)C(=O)N(C)[C@H]1CC[C@H](CC(=O)NCCCN(C)C)O[C@@H]1CO2
  A: -1.2	B: nt	C: nt	D: nt	E: 8	F: 43[16.7 µM]	G: nt
Cc1ccnc2c1ccc1ccccc12
  A: -2.7	B: 2	C: 2	D: -1	E: -2	F: -3	G: 0
NC(=S)NNC(=O)c1cc(C(F)(F)F)cc(C(F)(F)F)c1
  A: 1.6	B: -1	C: -1	D: -10	E: -1	F: -3	G: 1
CCOC(=O)c1ccc2ncc(C(=O)OCC)c(NCCN(C)C)c2c1
  A: 1.2	B: 3	C: -2	D: -4	E: 10	F: -3	G: 5
O=C(NCC[C@H]1CC[C@H](NS(=O)(=O)c2ccc(Oc3ccccc3)cc2)[C@H](CO)O1)C1CC1
  A: 0.6	B: 0	C: -1	D: 0	E: -5	F: nt	G: -1
CCOc1ccccc1NC(=O)C1CCCN(S(=O)(=O)c2ccc3c(c2)C(C)(C)C(=O)N3C)C1 (stereo not given)
  A: -0.5	B: 2	C: -1	D: 0	E: -4	F: -8	G: -4
CS(=O)(=O)Cc1ccc(C(=O)NC2CCN(Cc3ccccc3)C2)cc1 (stereo not given)
  A: -2.2	B: -1	C: -2	D: -1	E: 2	F: nt	G: 1
CN(/N=C/C=C/c1ccccc1)c1cc(=O)n(C)c(=O)[nH]1
  A: -1.4	B: -3	C: 3	D: nt	E: -7	F: 26	G: 0
Cc1cc(C)c(C#N)c(N)n1
  A: -0.2	B: 1	C: -8	D: -3	E: -1	F: nt	G: 0
C=CCC(=O)N1CCCC(CCC(=O)NCc2ccccc2F)C1 (stereo not given)
  A: -1.6	B: -3	C: -1	D: -2	E: -5	F: nt	G: -4

# Some entries already given, reduced to ERAP1 HTS inh, SIRT5 inh and CFTR F508del cor:
SMILES | ERAP1 HTS inh | SIRT5 inh | CFTR F508del cor
CCOC(=O)c1ccc2ncc(C(=O)OCC)c(NCCN(C)C)c2c1 | 3 | -4 | 1.2
O=C(NCC[C@H]1CC[C@H](NS(=O)(=O)c2ccc(Oc3ccccc3)cc2)[C@H](CO)O1)C1CC1 | 0 | 0 | 0.6
CCOc1ccccc1NC(=O)C1CCCN(S(=O)(=O)c2ccc3c(c2)C(C)(C)C(=O)N3C)C1 (stereo not given) | 2 | 0 | -0.5
CS(=O)(=O)Cc1ccc(C(=O)NC2CCN(Cc3ccccc3)C2)cc1 (stereo not given) | -1 | -1 | -2.2
CN(/N=C/C=C/c1ccccc1)c1cc(=O)n(C)c(=O)[nH]1 | -3 | nt | -1.4
Cc1cc(C)c(C#N)c(N)n1 | 1 | -3 | -0.2
C=CCC(=O)N1CCCC(CCC(=O)NCc2ccccc2F)C1 (stereo not given) | -3 | -2 | -1.6

# Next structures.
# Key to letters – A = CFTR F508del cor; B = ERAP1 HTS inh; C = Casp6 inh; D = SIRT5 inh; E = DENV2 CPE; F = miR122 inh; G = ERp5 inh
CC(=O)c1sc(NC(=O)C2(F)C(F)(F)C(F)(F)C(F)(F)C(F)(F)C2(F)F)nc1C
  A: -0.5	B: 0	C: 4	D: -2	E: 4	F: -15	G: 2
O=C(Nc1ccc(Cl)cc1)N1CCOCC1
  A: -1.8	B: -1	C: 1	D: -1	E: 1	F: -2	G: 3
COc1cccc(C(=O)NCC(=O)OCC(=O)C(C)(C)C)c1
  A: 1.0	B: 0	C: 0	D: -2	E: -2	F: 4	G: 2
O=C(Cc1ccccn1)NCC[C@@H]1CC[C@@H](NC(=O)Nc2ccc(F)cc2)[C@@H](CO)O1
  A: 2.5	B: -4	C: -4	D: 6	E: 6	F: nt	G: 0
CCc1cccc(OCC(=O)N(C)CC(=O)Nc2cccc(F)c2)c1
  A: -1.9	B: 7	C: 0	D: -4	E: -6	F: nt	G: 2
CCCOc1ccc(-c2cc3onc(-c4ccccc4)c3c(=O)n2C)cc1
  A: -1.3	B: nt	C: -2	D: nt	E: 0	F: -7	G: 5
Cc1c(C(=O)NCC2CCCO2)oc2ccccc12 (stereo not given)
  A: 1.9	B: -1	C: -1	D: -1	E: -3	F: -5	G: 3
COCC(=O)N1[C@H](CO)[C@@H](c2ccccc2)C12CN(C(=O)NC1CCCCC1)C2
  A: -2.0	B: -1	C: -1	D: -4	E: 12	F: nt	G: 0
CC1C(=O)Nc2ccccc2N1C(=O)c1ccc(F)cc1 (stereo not given)
  A: nt	B: 0	C: 0	D: -3	E: 4	F: 0	G: 2
C[C@@H]1CN([C@@H](C)CO)C(=O)Cc2cc(NC(=O)Nc3ccc(F)cc3)ccc2O[C@@H]1CN(C)S(C)(=O)=O
  A: -1.9	B: 1	C: 1	D: -1	E: -13	F: 1[16.7 µM]	G: -1
COC(=O)Cc1cc(=O)n(-c2nc3ccccc3[nH]2)[nH]1
  A: 1.3	B: -4	C: 44*	D: 4	E: -4	F: 3	G: 2
NC(=O)c1ncn([C@@H]2O[C@H](CNCc3c(OCc4ccccc4F)ccc4ccccc34)[C@@H](O)[C@H]2O)n1
  A: 1.9	B: -3	C: 0	D: -2	E: -7	F: -3	G: -3
CCOc1ccc(N(Cc2cc3ccc(C)cc3[nH]c2=O)S(C)(=O)=O)cc1
  A: -1.5	B: 5	C: 1	D: 0	E: 18	F: 2	G: 3
COc1ccc(OC)c(NC(=O)COc2coc(CN3CCc4ccccc43)cc2=O)c1
  A: 2.0	B: 2	C: 1	D: 0	E: -1	F: -4	G: 3
CC(NC(=O)c1ccccc1NC(=O)CN1CCc2ccccc2C1)c1ccccc1 (stereo not given)
  A: -1.7	B: 1	C: -2	D: -1	E: -3	F: 0	G: -1
O=C(NCCN1CCCCC1)Nc1ccc(Cl)cc1
  A: -0.3	B: 1	C: 0	D: -4	E: 0	F: 3	G: 8

# Compound activity as filed in PubChem BioAssay.
